Source: PubChem BioAssay
IL2 activator: activates IL-2 in a cell-based reporter assay; IL-2 activation reporter assay, cell-based qHTS; stimulated with anti-CD3/CD4/CD28 beads; in transgenic mouse T cells; activation, % (series mostly up to about 46 µM); hit rate 0.065% among 360,000; AID 652025; in the data active = activation above about 50%; inconclusive = mostly about 30% to 49%; also: 0% is about no effect
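Screening format: compound pinned onto unstimulated transgenic mouse T cells, 60 min incubation, then anti-CD3/anti-CD4/anti-CD28 bead stimulation for 18 hours at 37 degrees C, followed by EGFP and DsRed detection.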
EPAC2 ag: EPAC2 (human) agonism; AID 720711; EPAC2 activation, biochemical qHTS; response scale: 100% = 6.5 mM cAMP response; Potency, µM (highest dose often 154 µM), without a hit: at the top dose activation, actives largely listed as activators; Q8WZA2; hit rate 0.079% among 360,000; also: potency is read from the fitted curve at half-maximal effect; nearly all actives have a fitted effect of over 50% in size
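qHTS, titration series. 100 nM EPAC2 / 250 nM Rap1B-BODIPY-GDP / 50 uM GDP; RT; ex 480/em 540 nm, 5-min reads to 30 min. Norm. to 6.5 mM cAMP = activation.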
WRN helicase inh: WRN helicase (human) inhibition; Potency, µM (doses to about 114 µM), for the others: at the highest dose activity change, negative = inhibition, most hits filed as inhibitors; Q14191; WRN helicase unwinding, fluorescent forked duplex, kinetic; hit rate 0.46% among 360,000; also: potency is read from the fitted curve at half-maximal effect; % is scaled to controls: 0 for no effect and ±100 for the full control effect; nearly all actives have a fitted effect of over 55% in size
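Screening of the MLSMR collection measured strand separation of a quenched forked DNA duplex (100 nM) by 20 nM WRN with 2 mM ATP, all final. Compounds were preincubated with enzyme 15 min at room temperature.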
PLK1 PBD block: inhibitors of human PLK1 polo-box domain binding; Potency, µM, for inactives: max response, negative = inhibition, most hits filed as inhibitors; P53350; hit rate 2.8% among 360,000; Plk1 PBD binding of FITC phosphopeptide, fluorescence polarization; also: potency is read from the fitted curve at half-maximal effect; series mostly up to about 57 µM; % is scaled to controls: 0 for no effect and ±100 for the full control effect; nearly all actives have a fitted effect of over 65% in size
Target sequence (P53350 whole entry, looked up, the tested form may be a part): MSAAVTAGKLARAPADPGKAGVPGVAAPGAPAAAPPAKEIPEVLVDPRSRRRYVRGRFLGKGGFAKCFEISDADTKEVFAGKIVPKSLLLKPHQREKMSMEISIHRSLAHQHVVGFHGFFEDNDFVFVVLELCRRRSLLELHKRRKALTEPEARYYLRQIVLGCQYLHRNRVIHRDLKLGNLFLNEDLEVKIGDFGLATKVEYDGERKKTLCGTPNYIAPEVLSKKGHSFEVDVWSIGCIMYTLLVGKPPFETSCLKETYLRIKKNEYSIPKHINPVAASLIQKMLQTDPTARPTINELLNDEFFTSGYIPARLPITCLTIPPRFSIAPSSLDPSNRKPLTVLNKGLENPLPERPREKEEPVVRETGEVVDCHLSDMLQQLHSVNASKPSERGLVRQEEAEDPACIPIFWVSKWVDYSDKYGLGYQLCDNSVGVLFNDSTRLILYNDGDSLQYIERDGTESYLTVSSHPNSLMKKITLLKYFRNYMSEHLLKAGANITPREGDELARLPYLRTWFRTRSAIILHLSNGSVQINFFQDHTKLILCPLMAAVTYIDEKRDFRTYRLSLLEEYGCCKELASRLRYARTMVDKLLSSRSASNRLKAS
CCT modulator: changes cytosolic chaperonin activity. activity change, % (concentration not given with the values), hits read low. hit rate 0.3% among 360,000. AID 651819. purified chaperonin ATPase assay, HTRF ADP detection, 30 min; in the data active = activity change below about -30%; also: % is scaled to controls: 0 for no effect and ±100 for the full control effect
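ATPase activity: ADP formed was measured by HTRF Transcreener (665/615 nm ratio) after 30 min at 37 deg C with 10 uM ATP. Compounds screened at one 76 uM concentration against 40 or 20 nM TRiC in Tris pH 7.4/KCl/MgCl2/DTT buffer.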
EPAC1 ag: EPAC1 (human) agonism; EPAC1 agonist qHTS, biochemical assay; response scale: 100% = response to 6.5 mM cAMP; Potency, µM (doses to about 154 µM), without a hit: at the highest dose activation, usual class: activators; hit rate 0.073% among 360,000; also: potency is read from the fitted curve at half-maximal effect; nearly all actives have a fitted effect of over 60% in size
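Read-out is the fluorescence drop as BODIPY-GDP leaves Rap1B (480 nm excitation, 540 nm emission), recorded every 5 minutes over 30 minutes. Reactions held 100 nM EPAC1, 250 nM Rap1B–BODIPY-GDP and 50 uM GDP, with 6.5 mM cAMP setting full activation.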
EPAC1 antag: antagonists of human EPAC1. EPAC1 GEF assay, Rap1b-BODIPY-GDP exchange fluorescence. O95398. hit rate 0.14% among 360,000. Potency, µM (doses to about 115 µM), for inactives: at the highest dose activity change, negative = inhibition, most hits filed as inhibitors;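 also: potency is read from the fitted curve at half-maximal effect; plate controls were vehicle for no effect and positive control for full effect; nearly all actives have a fitted effect of over 50% in size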
PI5P4K alpha inh: PI5P4K alpha (human) kinase inhibition. P48426. PI5P4Kalpha enzyme, ADP-Glo luminescence, 60 min; stronger effect = lower value. max response, %. hit rate 1.2% among 330,000; active = max response of -50% or lower; inconclusive = between -30% and -50%; inactive = -30% or higher; also: value at the top dose of about 77 µM; % is scaled to controls: 0 for no effect and ±100 for the full control effect
Target sequence (P48426 whole entry, looked up): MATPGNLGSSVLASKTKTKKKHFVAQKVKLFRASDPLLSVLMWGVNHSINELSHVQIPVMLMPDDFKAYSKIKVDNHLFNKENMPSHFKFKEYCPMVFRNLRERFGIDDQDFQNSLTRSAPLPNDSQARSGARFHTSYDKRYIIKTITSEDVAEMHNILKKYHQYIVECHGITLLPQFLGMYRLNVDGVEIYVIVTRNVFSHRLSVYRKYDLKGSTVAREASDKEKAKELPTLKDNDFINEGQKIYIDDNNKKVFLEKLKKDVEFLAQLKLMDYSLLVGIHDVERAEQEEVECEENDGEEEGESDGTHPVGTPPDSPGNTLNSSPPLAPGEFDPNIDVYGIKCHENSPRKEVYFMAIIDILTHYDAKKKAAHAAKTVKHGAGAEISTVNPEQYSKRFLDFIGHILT
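ADP-Glo luminescence end-point after a 60 min room-temperature kinase reaction. PI5P4Kalpha and substrate in HEPES pH 7.4 buffer with EGTA, 0.1% CHAPS and 5% DMSO; ATP at 5 microM final.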
Numbers without * were called inactive; ? = inconclusive; . = not tested or not shown; [ ] = dose if it differs, or a comment. Unless noted, calls follow the shape of the dose curve; as a rule, active = well fitted curve in the direction sought with a large enough effect; inconclusive = small, poorly fitted or top-dose-only effect, or another doubt; inactive = no such curve, though single readings can be large; an effect the other way counts as inactive or inconclusive. An excerpt, so the mix of outcomes need not match the whole.

EPAC1 ag	EPAC2 ag	EPAC1 antag	IL2 activator	PI5P4K alpha inh	WRN helicase inh	PLK1 PBD block	CCT modulator	Compound
2%	6%	-1%	-2.1	1	0%	-3%	-3.6	O=C(COC(=O)Cc1ccccc1[N+](=O)[O-])NCC1CCCCC1
8%	11%	-17%	-5.4	14	-18%[57.1 µM]	-9%	-4.4	OC(CNCc1ccccc1F)(c1ccc(F)cc1)c1ccc(F)cc1
-5%	-7%	?	0.7	0	-4%[57.1 µM]	5%	0.1	CCOC(=O)N/N=C/c1ccc(OCCSc2ccc(Cl)cc2)c(OC)c1
3%	17%	-11%	-6.2	-15	0%	-16%	-3.3	Cc1n[nH]c(=O)c2c(NC(=O)CSc3nc4ccccc4c(=O)n3-c3ccc(OC(F)F)cc3)oc(C)c12
-18%	-8%	9%	0.4	-1	-8%	-24%	-2.3	Cc1cccc(C(=O)NCC(=O)NCCSc2ccc(Br)cc2)c1
-3%	4%	-4%	0.0	1	-1%	0%	.	Cc1ccc(S(=O)(=O)N2[C@@H](CO)CO[C@H]2CC(=O)c2cccc3ccccc23)cc1
0%	0%	-10%	17	0	-4%	-4%	1.5	COc1ccc(CC(=O)OCC(=O)NCc2ccc(Cl)cc2)cc1
-3%	-2%[15.6 µM]	7%	-0.6	8	-9%	22%	2.0	N=c1c2c(-c3ccccc3)c(-c3ccccc3)n(Cc3ccccc3)c2ncn1CCCn1ccnc1
6%	7%	-6%	-0.7	-17	-28%[57.1 µM]	-9%	2.3	CCOc1cc(/C=C2/NC(=S)NC2=O)ccc1OCc1ccc([N+](=O)[O-])cc1
6%	-4%	8%	-3.6	3	1%	-3%	-3.1	COc1cccc(NC(=O)CNC(=O)c2ccc([N+](=O)[O-])cc2)c1
9%	8%	-2%	1.3	10	-9%	-4%	0.6	CN(C(=O)c1ccc(NC(=O)Cc2cccc(NC(=O)C3CCN(C(=O)C4CCCC4)CC3)c2)cc1)C1CC1
1%	8%	2%	-0.4	1	-13%	-3%	0.9	C=CCC1(O)C(=O)Nc2ccccc21 (centres undefined)
-8%	-2%	27%	0.4	-4	5%	2%	1.5	Cc1ccccc1NC(=O)CCC(=O)N/N=C/c1ccc(F)cc1
2%	-2%	-9%	0.8	4	-3%	-3%	-1.7	Cc1ccc(-c2nnn(CCC(=O)NC(C)(C)C)n2)cc1
2%	4%	11%	3.9	0	7%	-1%	-2.1	CCN(CC)CC(C(=O)N(CC)CC)P(=O)(c1ccccc1)c1ccccc1 (centres undefined)
-6%	-2%	6%	-5.1	14	0%	0%	-1.2	CC1CC(C)CN(S(=O)(=O)c2ccc(NC(=O)CN3CCCCCC3)cc2)C1 (centres undefined)
4%	0%	4%	0.1	3	-24%	-4%	-2.4	COc1ccc(N(CC(=O)Nc2cc(C)on2)S(=O)(=O)c2ccc(Cl)cc2)cc1
3%	13%	2%	-1.9	1	1%	-12%	1.7	O=S(=O)(c1ccccc1)N1CCCC1c1nc2ccccc2s1 (centres undefined)
4%	-5%	12%	-0.3	-1	6%	-5%	-1.5	O=C(c1ccco1)N1CCN(S(=O)(=O)c2ccc3c(c2)OCCO3)CC1
-11%	5%	14%	-2.5	?	-7%	-29%	-0.1	COc1ccc2c(c1)NC(C)(C)C=C2C
4%	1%	?	-3.7	-9	12%	-10%	-2.1	Cc1nc(Br)c(Br)n1Cc1ccccc1
-5%	5%	-3%	-1.6	0	-6%	-8%	-1.0	CC1CCN(C(=O)CSc2nnc(-c3ccco3)o2)CC1
13%	1%	15%	0.0	-3	4%	-1%	-2.9	O=C(CCN1CCN(c2ccccn2)CC1)Nc1ccc(F)cc1
-14%	-13%	?	-5.7	-22	-29%	-10%	1.5	Cc1cccc(OCCn2cc(/C=N/NC(=O)c3ccncc3)c3ccccc32)c1

Not a retest: entries from further up.
EPAC1 ag	EPAC2 ag	EPAC1 antag	IL2 activator	PI5P4K alpha inh	WRN helicase inh	PLK1 PBD block	CCT modulator	Compound
3%	13%	2%	-1.9	1	1%	-12%	1.7	O=S(=O)(c1ccccc1)N1CCCC1c1nc2ccccc2s1 (centres undefined)
4%	-5%	12%	-0.3	-1	6%	-5%	-1.5	O=C(c1ccco1)N1CCN(S(=O)(=O)c2ccc3c(c2)OCCO3)CC1
-11%	5%	14%	-2.5	?	-7%	-29%	-0.1	COc1ccc2c(c1)NC(C)(C)C=C2C

The list goes on:
EPAC1 ag	EPAC2 ag	EPAC1 antag	IL2 activator	PI5P4K alpha inh	WRN helicase inh	PLK1 PBD block	CCT modulator	Compound
5%	10%	-11%	-1.9	2	-1%	-3%	-3.5	COc1ccc([C@@H]2C[C@H]3[C@@H](CN2S(=O)(=O)c2ccccc2)C(=O)C[C@@H](c2ccc(C)cc2)N3S(=O)(=O)c2ccc(C)cc2)cc1
-12%	3%	21%	-2.7	0	-5%	-1%	2.6	N#CC1(NC(=O)CSc2nnc(C3CC3)n2N)CCCCC1
7%	4%	0%	-1.6	9	2%	-1%	1.1	CCOc1cc(C#N)ccc1OCC(=O)NNC(=O)CC1CCS(=O)(=O)C1 (centres undefined)
-2%	4%	-25%	-0.5	-2	-7%	-3%	-0.5	COc1cc(C2CC(=O)Oc3ccc(C(C)(C)C)cc32)cc(OC)c1OC (centres undefined)
-2%	-5%	13%	-2.4	.	8%	0%	1.5	Cn1c(SCC(=O)OCC(=O)c2ccccc2)nnc1-c1cccs1
-6%	-11%	9%	0.1	-26	-8%	-4%	1.2	Cc1ccc(-c2cccc(NC(=O)C3C(C(=O)O)[C@@H]4C=C[C@H]3C4)c2)o1 (some centres undefined)
-11%	0%[15.6 µM]	-9%	0.2	0	0%	-10%	1.1	N/C(=N\N=C\c1ccnc2ccccc12)SC1CC(=O)N(c2ccc(Br)cc2)C1=O (centres undefined)
-10%	6%	-4%	0.0	-23	0%	-3%	-0.4	CCCCN1C(=N)N([C@@H](C)CN2CCC[C@H]2CN2C(N)=NC[C@@H]2Cc2ccccc2)C[C@H]1Cc1ccccc1
-1%	8%	3%	-3.7	11	-3%	-5%	-2.6	O=C(CSC(=S)N1CCCC1)N1CCN(S(=O)(=O)c2cccc(F)c2)CC1
-29%	6%	-5%	-0.9	-8	-15%	-7%	0.7	Cc1c(C(=O)NCC(c2ccco2)N(C)C)oc2c(Cl)cccc12 (centres undefined)
11%	1%	-26%	-3.3	-16	-17%	?	1.1	Cc1ccccc1NC(=S)Nc1cccc2cnccc12
-22%	8%	16%	-1.2	1	-3%	-11%	-1.7	Cn1c(=O)oc2cc(S(=O)(=O)N3CCC(C(=O)NCc4ccccc4)CC3)ccc21
-7%	-2%	0%	-2.3	2	4%	0%	0.4	Cc1cccc(NC(=O)c2ccccc2NC(=O)c2ccco2)c1
14%	19%	-1%	-0.6	-2	7%	-16%	-4.0	CC(C)Oc1ccc(/C=N/NC(=O)c2nnn(-c3nonc3N)c2CN(C)c2ccccc2)cc1
13%	7%	-21%	0.5	-2	1%	-7%	0.9	O=C(N1CCOCC1)N1CCN(S(=O)(=O)c2ccc(F)cc2)CC1
-1%	5%	9%	0.3	-6	-5%	-3%	-4.7	O=c1[nH]c2ccc(NS(=O)(=O)c3ccc(Cl)cc3)cc2[nH]1
10%	-1%	2%	-0.5	-27	-5%	24µM*	-3.4	O=C(NC1CC1)C(Cc1ccccc1)NS(=O)(=O)c1ccccc1F (centres undefined)
3%	-17%	?	1.5	2	-13%	-21%	-1.3	COc1cccc(CNC(=O)CCC2CCCN(C(=O)c3cccc4c(C)c(C)[nH]c34)C2)c1 (centres undefined)
-10%	7%	?	-0.1	2	-18%	-5%	1.6	O=C(c1[nH]c(C(F)(F)F)nc1-c1ccccc1)N1CCC(Cc2ccccc2)CC1
0%	-5%	23%	0.1	1	-6%[57.1 µM]	1%	-0.6	Cc1ccc2c(c1)N(C(=O)CCC(=O)O)CCO2
-10%	4%	-4%	-0.2	-21	-10%[11.6 µM]	-4%	-1.6	O=c1c(OC2OC(CO)C(O)C(O)C2OC2OC(CO)C(O)C(O)C2O)c(-c2ccc(O)cc2)oc2cc(O)cc(O)c12 (centres undefined)
-9%	-6%	-1%	2.4	.	1%	-1%	-1.7	Cc1ccc(NS(=O)(=O)c2cc(C(N)=O)ccc2C)cc1
8%	6%	7%	0.0	0	24%	-3%	-0.8	N#CCc1cnc2ccccc2n1
0%	-7%	-10%	-0.4	2	5%	-9%	-1.8	CCN(CC(=O)NC(C)(C)C)C(=O)c1cccc(S(=O)(=O)N2CC3(C)CC2CC(C)(C)C3)c1 (centres undefined)
17%	14%	-22%	1.0	1	-2%	-11%	-3.0	COc1ccc(C)cc1S(=O)(=O)N1CCN(C/C=C/c2ccccc2)CC1
22%	19%	-13%	-2.9	-2	-3%	-9%	-2.5	Cc1ccc2c(C)c(C(=O)N(Cc3cccs3)C3CCS(=O)(=O)C3)oc2c1 (centres undefined)
3%	-1%	0%	-0.3	9	-1%	-2%	-2.3	CCOC(=O)c1sc2nc(N3CCOCC3)c3c(c2c1N)CC(C)(C)N(C)C3
-4%	2%	-8%	2.6	1	5%	-16%	-5.4	CCCCC#Cc1ccc(C(=O)NNC(=O)Nc2cc(Cl)cc(Cl)c2)o1
3%	4%	-4%	-0.8	.	-29%	-21%	-1.8	O=C(Nc1nnc(CCOCCOCCc2nnc(NC(=O)c3ccco3)s2)s1)c1ccco1
-1%	4%	-21%	0.5	2	-14%	3%	-0.6	COc1ccccc1C(=O)NCCC(=O)NCc1cccs1
8%	10%	-6%	-0.4	14	1%[57.1 µM]	-6%	0.3	Cc1c(C(=O)NCc2ccc(Cl)c(Cl)c2)sc(=O)n1Cc1cccc(F)c1
-5%	-5%	-24%	-0.6	-58*	-14%[11.6 µM]	?	1.0	O=c1c(Cl)c(Cl)cnn1Cc1nnc(-c2ccc(Cl)cc2)o1
5%	4%	2%	-0.7	.	-9%	-6%	-9.8	CCOC(=O)c1cc(-c2ccccc2)n(CCC(=O)O)c1C
2%	7%	-10%	0.0	-4	3%	5%	2.3	CCC1(c2ccccc2)NC(=O)N(CC(=O)Nc2cccc(S(=O)(=O)N3CCCC3)c2)C1=O (centres undefined)
-4%	12%	-20%	12	-5	0%	-14%	-2.5	Cc1ccc(NC(=O)/C=C/c2cccc(C(F)(F)F)c2)cc1
-1%	6%	-17%	-0.6	0	0%	2%	-1.4	CCCCNc1c(-c2cccnc2)nc2nc(C)cc(C)n12
17%	13%	-6%	-2.5	.	-11%	0%	-0.4	Clc1ccc(OCCn2cnc3ccccc32)c(Cl)c1
